# GSK3 alpha inh – blockers of GSK3A enzyme activity – biochemical, luminescence, cell-free homogeneous, HTS, primary screen. AID 2650, 2010. GSK-3 alpha kinase, ADP-Glo luminescence, 60 min. inhibition, % at 10 µM. Glycogen synthase kinase-3 alpha (Homo sapiens), P49840. actives 0.1% (n = 320,000);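 in the data active means inhibition above about 50%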;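 further: GST-tagged GSK-3 alpha with peptide substrate and 25 µM ATP; 0% = DMSO neutral wells and 100% = GW8510 positive control wells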
# Target sequence (P49840 whole entry, looked up): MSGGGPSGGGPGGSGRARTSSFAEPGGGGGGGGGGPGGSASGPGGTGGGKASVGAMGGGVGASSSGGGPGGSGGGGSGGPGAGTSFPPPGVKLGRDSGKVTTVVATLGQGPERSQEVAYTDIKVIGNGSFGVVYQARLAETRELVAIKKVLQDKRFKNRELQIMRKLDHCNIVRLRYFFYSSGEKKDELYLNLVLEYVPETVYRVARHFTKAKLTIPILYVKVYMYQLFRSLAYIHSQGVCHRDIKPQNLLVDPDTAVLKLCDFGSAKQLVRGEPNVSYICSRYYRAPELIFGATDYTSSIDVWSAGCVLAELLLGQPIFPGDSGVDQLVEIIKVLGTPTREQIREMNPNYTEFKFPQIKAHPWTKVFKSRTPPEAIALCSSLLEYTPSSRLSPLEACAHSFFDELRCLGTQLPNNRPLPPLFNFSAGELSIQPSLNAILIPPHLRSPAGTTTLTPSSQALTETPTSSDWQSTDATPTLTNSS
# Starred values were filed as active, the others as inactive. Some of the compounds tested; the hit share may differ from the screen's.
SMILES,GSK3 alpha inh
Cc1ccc(S(=O)(=O)N2[C@@H](c3ccc(Cl)cc3)C(C(=O)O)=CC[C@H]2c2cccs2)cc1,-6
CC1NC(=O)c2ccccc2-n2c1nc1cc(F)ccc1c2=O (stereo not drawn),-1
COc1ccc(-c2ccc3c(c2)S(=O)(=O)c2cccc(C(=O)O)c2C3=O)cc1OC,-3
Cc1ccc(NC(=O)CN(C)C(=O)c2ccc(NS(=O)(=O)c3cccc([N+](=O)[O-])c3)cc2)cc1,0
c1ccc2c3n(nc2c1)CCCO3,-2
Cc1ccc(NC(=O)CN(C)C(=O)Cn2nnc(-c3ccccc3C)n2)cc1,1
O=C(OCCCc1cc2ccccc2c(=O)o1)c1ccc2c(c1)OCO2,7
Cc1cc(=O)[nH]c(SCC(=O)N2CCN(C(=O)c3ccco3)CC2)n1,2
O=C(NCC(=O)N1CCN(C/C=C/c2ccccc2)CC1)c1ccc(Br)cc1,-5
C[C@@H]1CN([C@@H](C)CO)C(=O)c2cc(NC(=O)CCN3CCOCC3)ccc2O[C@@H]1CN(C)C(=O)Nc1ccccc1,-3
CCCCN(C(=O)C(C)Oc1ccc(Br)cc1)c1c(N)n(CC(C)C)c(=O)[nH]c1=O (stereo not drawn),0
Cc1cccc(CNc2ncnc3ccc(-c4ccccc4Cl)cc23)c1,-4
COCCN(CC(=O)Nc1cccc(C)c1C)C(=O)Cc1cccs1,-2
CCOC(=O)c1sc2nc(C)nc(SC(C)C(=O)N(C)c3ccccc3)c2c1C (stereo not drawn),2
N#Cc1ccccc1NC(=O)COc1ccccc1C(=O)Nc1ccccc1,1
CC(C)n1nnnc1SCC(=O)N1CCN(Cc2ccc3c(c2)OCCO3)CC1,3
Cc1cc(C)cc(C(=O)OCC(=O)NC(=O)NC2CCCC2)c1,0
O=C(NS(=O)(=O)N1CCOCC1)C1=C(N2CCCC2)COC1=O,-3
Cc1cccc(C(=O)N[C@H](C(=O)Nc2ccc3c(c2)OCO3)C(C)C)c1,-3
COc1ccc(N(C)S(=O)(=O)c2cccc(C(=O)OCC(=O)N3CC(C)CC(C)C3)c2)cc1 (stereo not drawn),-2
COc1cc(OC)cc(-c2c(-c3cccs3)c3cc(-c4ccc(N(C)C)nc4)ccc3n2C)c1,5
CC1CCCCC1NC(=O)COC(=O)c1ccc2c(c1)OCCO2 (stereo not drawn),-2
CC(C)(C)OC(=O)C[C@@H]1C/C=C\C[C@@H](CC(=O)N(CCO)Cc2ccccc2)C(=O)NC[C@H](c2ccccc2)OC1=O,-2
CCSc1ccc([C@@H]2[C@H]3C(=O)N(C)C(=O)[C@H]3[C@]3(C(=O)OC)CCCCN23)cc1,0
CC(=O)c1cccc(NC(=O)COC(=O)CCNS(=O)(=O)c2ccccc2)c1,1
O=C(OC[C@H]1O[C@@H](OC(=O)c2cc(O)c(O)c(OC(=O)c3cc(O)c(O)c(O)c3)c2)[C@H](OC(=O)c2cc(O)c(O)c(OC(=O)c3cc(O)c(O)c(O)c3)c2)[C@@H](OC(=O)c2cc(O)c(O)c(OC(=O)c3cc(O)c(O)c(O)c3)c2)[C@@H]1OC(=O)c1cc(O)c(O)c(OC(=O)c2cc(O)c(O)c(O)c2)c1)c1cc(O)c(O)c(OC(=O)c2cc(O)c(O)c(O)c2)c1,91*
CCOC(=O)c1cccc(C2=CC(=O)C[C@H](c3ccc(OC)c(OC)c3)C2)c1,0
O=C(CSc1nnnn1-c1ccc(Cl)cc1)N1CCNC1=O,-3
N#Cc1ccccc1OCC(=O)Nc1cccc(S(=O)(=O)N2CCCC2)c1,-1
CC(Sc1nnc(-c2ccccc2F)n1C1CC1)C(=O)N1CCCC1 (stereo not drawn),15
CC(C)(C)OC(=O)NCc1ccc(NC(=O)c2nc[nH]c2C(=O)NCCCCCCNC(=O)c2[nH]cnc2C(=O)Nc2ccc(CNC(=O)OC(C)(C)C)cc2)cc1,-2
CCC(=O)c1ccc(OCC(=O)OCC(=O)c2c(N)n(C)c(=O)n(C)c2=O)cc1,1
COc1cccc(/C=C/C(=O)OCC(=O)c2ccc3c(c2)NC(=O)CO3)c1,-6
Cc1cc(=O)[nH]c(SCC(=O)Nc2c(C)n(C)n(-c3ccccc3)c2=O)n1,1
Cc1cccc(NS(=O)(=O)c2cccc(C(=O)N3CCC3)c2)c1,23
O=C(COc1ccc2c(c1)OCO2)NCc1cccs1,1
Cc1ccc(C)c(NC(=O)CCC(=O)NNS(=O)(=O)c2ccc(Cl)cc2)c1,-1
CCN(C[C@H]1N[C@@](Cc2ccccc2)(C(=O)OC)[C@H]2C(=O)N(Cc3ccccc3)C(=O)[C@@H]12)C(=O)c1ccccc1,-2
CCCn1c(Cc2ccccc2)nnc1SC(C)C(=O)NC1CC1 (stereo not drawn),0
CCOc1ccc(S(=O)(=O)NCCC(=O)NC2CCC(C)CC2)cc1 (stereo not drawn),-1

# As a working copy, some entries already given:
SMILES,GSK3 alpha inh
Cc1cccc(NS(=O)(=O)c2cccc(C(=O)N3CCC3)c2)c1,23
O=C(COc1ccc2c(c1)OCO2)NCc1cccs1,1
Cc1ccc(C)c(NC(=O)CCC(=O)NNS(=O)(=O)c2ccc(Cl)cc2)c1,-1
CCN(C[C@H]1N[C@@](Cc2ccccc2)(C(=O)OC)[C@H]2C(=O)N(Cc3ccccc3)C(=O)[C@@H]12)C(=O)c1ccccc1,-2
CCCn1c(Cc2ccccc2)nnc1SC(C)C(=O)NC1CC1 (stereo not drawn),0

# Quoted from the listing.
# GSK3 alpha inh, O=C(COc1ccc2c(c1)OCO2)NCc1cccs1 = 1
# GSK3 alpha inh, CCN(C[C@H]1N[C@@](Cc2ccccc2)(C(=O)OC)[C@H]2C(=O)N(Cc3ccccc3)C(=O)[C@@H]12)C(=O)c1ccccc1 = -2
# GSK3 alpha inh, CC(C)(C)OC(=O)C[C@@H]1C/C=C\C[C@@H](CC(=O)N(CCO)Cc2ccccc2)C(=O)NC[C@H](c2ccccc2)OC1=O = -2

# (further entries)
SMILES,GSK3 alpha inh
N#Cc1ccccc1NC(=O)COC(=O)c1cccs1,0
CC(=O)Nc1ccc(C(=O)NNC(=O)c2ccccc2-n2cccc2)cc1,-1
Cc1cccc(C)c1NC(=O)CN1CCN(CC(=O)NCC2(N3CCCCC3)CCCCC2)CC1,0
CCc1noc(C)c1C(=O)N1CCN(S(=O)(=O)c2ccccc2C(F)(F)F)CC1,1
COc1ccccc1CN(C)C(=O)c1ccccc1SCC(=O)N1CCCC1,-1
O=C(COC(=O)Cc1n[nH]c(=O)c2ccccc12)NNC(=O)c1ccc(Cl)cc1,-4
Cc1sc2nc(CSCC(=O)NC3(C#N)CCCCC3)[nH]c(=O)c2c1C,3
C[C@H](NC(=O)Cc1cccc2ccccc12)C(=O)N1CCOCC1,2
CC1CCN(C(=O)c2nc[nH]c2C(=O)OCCNC(=O)OC(C)(C)C)CC1,0
CC(C)Cn1nc(C(=O)Nc2nnc(C3CC3)s2)c2ccccc2c1=O,3
COc1ccc([C@H]2CC(=O)C=C(c3ccc(Cl)c(C(F)(F)F)c3)C2)cc1,-1
O=C(/C=C/c1ccc(F)cc1)N1CCc2ccccc2C1,4
CCCCN(C(=O)C1=NN(c2ccccc2)C(=O)CC1)c1c(N)n(CC(C)C)c(=O)[nH]c1=O,1
Cc1cccc(C(=O)OCC(=O)NC2CCCCCCC2)c1,-3
CCCCOc1ccc(C(=O)NCC(=O)OCC(=O)c2c(N)n(C)c(=O)n(C)c2=O)cc1,5
O=C(c1ccc(NS(=O)(=O)c2cccc([N+](=O)[O-])c2)cc1)N1CCN(C(=O)c2ccco2)CC1,-1
COc1ccc(S(=O)(=O)Nc2ccc3c(c2)C(=O)N([C@H](C)CO)C[C@H](C)[C@@H](CN(C)C(=O)Nc2ccc4c(c2)OCO4)O3)cc1,-3
CCC(CO)Oc1cc(NC(=O)c2ccccc2C)c2ncn(C(C)C)c2c1 (stereo not drawn),-4
CCN1CCN(CC(=O)Nc2cc(S(=O)(=O)N(CC)c3ccccc3)ccc2Cl)CC1,4
CCCCCCSc1ccc([C@@H]2[C@H]3C(=O)N(CC)C(=O)[C@H]3[C@]3(C(=O)OC)CCCCN23)cc1,-5
O=C(COc1ccc(Cl)cc1)Nc1ccc(CN2CCOCC2)cc1,21
CC(C)(C)OC(=O)N1CCCC(C(=O)Nc2ccc(C(=O)N3CCCC3)cc2)C1 (stereo not drawn),0
CC(=O)NCCC(=O)Nc1cc(S(=O)(=O)N2CCCCC2)ccc1N1CCCCC1,-2
Cc1ccc(OCCCC(=O)Nc2ccc(Cl)c(S(=O)(=O)N3CCOCC3)c2)cc1,-2
O=C(Nc1ccc(N2CCOCC2)cc1)c1ccc(Cl)cc1N1CCCC1=O,5
CC(=O)Nc1ccc(NC(=O)C(C)Sc2n[nH]c(-c3cccs3)n2)cc1 (stereo not drawn),-2
CCCc1cc(=O)[nH]c(SCC(=O)N2CCCCCC2)n1,-2
CCN(CC)c1ccc(C(=O)NNC(=O)CNC(=O)c2cccs2)cc1,-2
COc1cc(Cl)c(C)cc1NC(=O)CN1C(=O)C2CCCCC2C1=O (stereo not drawn),-2
COc1cc(C(=O)COC(=O)c2ccncc2)cc(OC)c1OC,3
CN(Cc1ccccc1)C(=O)c1ccc(NC(=O)Cc2cccc(NC(=O)C3CCN(C(=O)C4CCCC4)CC3)c2)cc1,-2
Cc1ccc(NC(=O)COC(=O)c2ccc(S(=O)(=O)NCc3ccco3)cc2)cc1,-3
CCOc1ccc(C(=O)OCC(=O)NCc2ccccc2)cc1OCC,5
CC[C@]12c3[nH]c4ccccc4c3CCN1C(=O)C(CC(=O)NCCN1CCOCC1)C[C@@H]2C(=O)N1CCN(C(=O)c2ccco2)CC1 (stereo partly drawn),1
O=C(Cc1ccc(Br)cc1)Nc1cccc(S(=O)(=O)N2CCOCC2)c1,-4
CCCn1c(N)c(N(CCOC)C(=O)c2cc3ccccc3cc2OC)c(=O)[nH]c1=O,0
Cn1c(N)c(C(=O)COC(=O)Cc2c(F)cccc2Cl)c(=O)n(C)c1=O,-5
CC(=NNC(=O)Cn1ccc(C(F)(F)F)n1)c1ccc(-n2ccnc2)cc1,0
O=C(COC(=O)c1cc(=O)[nH]c(=O)[nH]1)Nc1ccccc1F,0
C[C@H]1COC(=O)CC/C=C\C[C@H](CC(=O)N(CCO)Cc2ccccc2)C(=O)N1,-4

# Entries from the list above that have a nitro group on carbon, in the order listed:
SMILES,GSK3 alpha inh
Cc1ccc(NC(=O)CN(C)C(=O)c2ccc(NS(=O)(=O)c3cccc([N+](=O)[O-])c3)cc2)cc1,0
O=C(c1ccc(NS(=O)(=O)c2cccc([N+](=O)[O-])c2)cc1)N1CCN(C(=O)c2ccco2)CC1,-1

# Going on with the list:
SMILES,GSK3 alpha inh
COc1cccc(C(=O)OCC(=O)N2CCc3ccccc3C2)c1,-4
CC(=O)Nc1sc(C)c(C)c1C(=O)OCC(=O)N(Cc1ccccc1)C(C)C,0
COc1ccccc1C(=O)NCC(=O)N1CCN(S(=O)(=O)c2ccccc2C(F)(F)F)CC1,1
C[C@@H]1CN([C@@H](C)CO)C(=O)c2cc(N(C)C)ccc2O[C@@H]1CN(C)Cc1ccncc1,-2
O=C(CN1CCN(S(=O)(=O)c2ccc(Cl)s2)CC1)N1CCCCC1,-5
O=C(CN1C(=O)NC2(CCCC2)C1=O)NCCc1ccccc1,0
COC(=O)c1ccccc1NS(C)(=O)=O,0
CSc1ncccc1C(=O)OCC(=O)c1ccc(C)s1,-2
C[C@H](CO)N1C[C@H](C)[C@@H](CN(C)C(=O)Nc2ccc3c(c2)OCO3)Oc2c(NS(=O)(=O)c3ccccc3)cccc2C1=O,-1
COC(=O)C1=C(C)NC(C)=C(C(=O)OC)C1C(=O)OCC(=O)c1ccc(Br)cc1,-1
Cc1ccc(C(=O)NCC(=O)OC2CCCCC2=O)cc1C (stereo not drawn),1
CN(C)S(=O)(=O)c1ccc(C(=O)NC(=O)CSc2nnnn2C)cc1,-2
COc1ccc(NC(=O)Nc2cccc3c2O[C@H](CN(C)S(=O)(=O)c2ccc(OC)cc2)[C@@H](C)CN([C@H](C)CO)C3=O)cc1,-2
Cc1noc(C)c1S(=O)(=O)N(C)C[C@H]1Oc2c(NC(=O)C3CCCCC3)cccc2C(=O)N([C@H](C)CO)C[C@@H]1C,-1
COc1cccc(OC)c1OCC(=O)Nc1ccc(S(=O)(=O)N2CCCC2)cc1,-4
Cc1cccc(C)c1NC(=O)CSc1nc2[nH]c(=O)cc(O)c2s1,-5
O=C(Cc1ccc2c(c1)OCO2)NN=Cc1ccc([N+](=O)[O-])o1,1
CC(=O)Nc1ccc(NC(=O)COC(=O)C2CCC(C(C)(C)C)CC2)cc1 (stereo not drawn),0
COc1ccc(C2(C)NC(=O)N(CC(=O)NC3CC3)C2=O)cc1 (stereo not drawn),-2
CN(c1ccc(F)cc1)S(=O)(=O)c1ccc(Cl)c(C(=O)NC2(C)CCS(=O)(=O)C2)c1 (stereo not drawn),0
O=S(=O)(Nc1cccc(S(=O)(=O)N2CCCC2)c1)c1ccccc1F,-4
COc1cc(/C=C/C(=O)OCC(=O)NCCc2ccc(F)cc2)ccc1OC(F)F,-1
COc1cccc(CC(=O)OCC(=O)NC2CCCC2)c1,3
Cc1cccc(NC(=O)CNC(=O)COC(=O)C2CC2C)c1C (stereo not drawn),-4
CC(=O)Nc1ccccc1OCC(=O)NC1CCCCC1C (stereo not drawn),0
Cc1cc(C(=O)N2CCN(S(=O)(=O)c3ccccc3C#N)CC2)c(C)o1,-3
O=C1CCC/C=C/C[C@@H](CC(=O)N(CCO)Cc2ccccc2)C(=O)NC[C@H](c2ccccc2)O1,0
CCN(C(=O)CO/N=C/c1ccc(OC)cc1OC)c1c(N)n(Cc2ccccc2)c(=O)[nH]c1=O,-1
O=C(Cc1ccc(S(=O)(=O)N2CCCCC2)cc1)NCc1ccc(Cl)cc1,1
O=C(CC1C[C@H](C(=O)N2CCCCC2)[C@@]2(CCc3ccccc3)c3[nH]c4ccccc4c3CCN2C1=O)NCCC1=CCCCC1 (stereo partly drawn),-1
COc1ccc2cc(-c3ccsc3)ncc2c1,-2
COc1ccccc1NC(=O)C(C)Sc1nccn1C (stereo not drawn),7
COc1ccccc1C(=O)OCC(=O)c1ccc(CNC(C)=O)s1,-2
O=C(COC(=O)c1cc(S(=O)(=O)N2CCOCC2)c(Cl)cc1Cl)c1ccc[nH]1,-2

# From PubChem BioAssay
